# Screens as filed in PubChem BioAssay.
# Integrin act MD – activates integrin-mediated alleviation for muscular dystrophy; alpha7betagal myoblasts, beta-gal FDG fluorescence, 48 h; Potency, µM (series often up to 38.3 µM), for the others: top-dose activation, hits mostly activators; hit rate 0.064% among 350,000; AID 624291;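 further: potency means the concentration at half of the fitted maximal effect; 100% = response of the positive control SU9516; nearly all actives have a fitted effect of over 60% in size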
#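 alpha7betagal+/- myoblasts (passage 13, 250/well) treated 48 h at 37C with compounds at 1:260 dilution of DMSO stock. Lysed, then beta-galactosidase activity read as FDG fluorescence (ex 480/em 540) after 30 min, with pre-read for autofluorescence.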
# Chronic BCR inh – inhibitors of chronic active B-cell receptor signaling; ABC-DLBCL IkBa-CBG/CBR reporter, luminescence ratio, 4 h; hit rate 0.05% among 340,000; Potency, µM (highest dose often 46.1 µM), inactives show top-dose ratio change, negative = lower green/red ratio, most hits filed as inhibitors; AID 493014; active means well fitted inhibition curve with a large enough effect in the signal ratio, with a control signal flat, not every such curve was filed as active; inconclusive means small, poorly fitted or top-dose-only effect, or effect the other way, or a change in a side signal; the % refers to the signal ratio;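 further: potency means the concentration at half of the fitted maximal effect; plate controls were basal doxycycline-induced cells for no effect and cells given 10 µM MG132 for full effect; MG132 reads +100%, hits lower the ratio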
#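 TMD8 ABC-DLBCL cells carrying doxycycline-inducible green luciferase fused to IkappaBalpha plus unfused red luciferase were exposed to compounds (up to 46 uM) for 4 hrs at 37C. Activity came from the overlap-corrected green/red luminescence ratio.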
# ASM inhibitor – blocks human secretory acid sphingomyelinase; AID 504937; placental ASM, HMU-PC fluorogenic substrate, 60 min; Potency, µM (titrated, usually from 57.5 µM), for inactives: at the highest dose activity change, negative = inhibition, usual class: inhibitors; P17405; hit rate 0.006% among 340,000; further: potency means the concentration at half of the fitted maximal effect
#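 HMU-PC0 cleavage (9 uM final) by human placental ASM, 60 min at 37 °C following 10 min compound exposure at RT; stopped at pH 10, fluorescence Ex 386/Em 447 nm.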
# Giardia kill – Giardia lamblia killing | Giardia lamblia trophozoite viability | activity change, % at 7.66 µM, hits read low | hit rate 0.15% among 340,000 | AID 540267; in the data active means activity change below about -80%; inconclusive means between about -30% and that limit;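 further: parasites exposed to compound for two days anaerobically before the ATP read; on the % scale 0 is the no-effect control and ±100 the full control effect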
#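 Compounds were tested on trophozoites seeded at 100 cells/well and held 48 hrs at 37 deg C anaerobically. An ATP-based luminescent kit measured the remaining live cells.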
# PKM2 activator – increases activity of human pyruvate kinase M2. purified PKM2, Kinase-Glo ATP luminescence, activation; response scale: 0% is enzyme alone, no compound. P14618. Potency, µM (doses to about 57.5 µM), for the others: at the top dose activation, most hits filed as activators. hit rate 0.34% among 260,000. AID 1631; further: potency means the concentration at half of the fitted maximal effect; on the % scale 0 is the no-effect control and ±100 the full control effect; nearly all actives have a fitted effect of over 55% in size
# Target sequence (P14618 whole entry, looked up): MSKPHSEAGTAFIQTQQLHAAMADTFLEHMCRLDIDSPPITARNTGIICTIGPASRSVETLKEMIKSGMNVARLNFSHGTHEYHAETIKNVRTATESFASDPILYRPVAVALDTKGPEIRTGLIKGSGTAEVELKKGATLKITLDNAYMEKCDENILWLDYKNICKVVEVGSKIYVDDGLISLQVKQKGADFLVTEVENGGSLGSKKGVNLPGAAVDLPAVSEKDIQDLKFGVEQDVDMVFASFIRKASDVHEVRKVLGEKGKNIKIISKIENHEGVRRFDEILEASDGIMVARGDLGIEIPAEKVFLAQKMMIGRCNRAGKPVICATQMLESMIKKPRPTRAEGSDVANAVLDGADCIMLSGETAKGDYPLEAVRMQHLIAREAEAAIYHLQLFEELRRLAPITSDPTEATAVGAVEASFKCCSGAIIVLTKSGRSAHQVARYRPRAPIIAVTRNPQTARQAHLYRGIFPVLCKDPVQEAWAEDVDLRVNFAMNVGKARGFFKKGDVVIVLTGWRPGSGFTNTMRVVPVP
#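 Purified hPK-M2 (>95%) run at intermediate activity with 0.1 mM ADP and 0.5 mM PEP in 50 mM imidazole pH 7.2, KCl, MgCl2; 1 h room temperature. ATP formed read by Kinase-Glo luminescence; normalized to uninhibited and no-enzyme controls.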
# Tb PFK inh – blocks T. brucei phosphofructokinase; hit rate 0.17% among 330,000; T. brucei PFK, ADP-Glo luminescence; Potency, µM (titrated, usually from 57.5 µM), for inactives: at the highest dose activity, negative = inhibition, hits mostly inhibitors; O15648;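 further: potency means the concentration at half of the fitted maximal effect; 0% = uninhibited 1x PFK enzyme wells and -100% = no-enzyme wells; nearly all actives have a fitted effect of over 60% in size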
#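 PFK 1.25 nM, F6P 0.5 mM, ATP 0.1 mM, 0.1 M TEA pH 8.0, 5 mM MgCl2, 0.01% Tween20, 0.1% BSA; 45 min RT. ADP-Glo readout. qHTS titration up to 57 uM; curves fitted, compounds curve-classed.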
# TSG101-PTAP inh – blocks PTAP/TSG101 interaction to inhibit HIV-1 budding | Q99816 | Fluorescence polarization, FITC-PTAP peptide / Tsg101 binding | AID 493005 | 340,000 tested, under 10 active | Potency, µM (top dose mostly 115 µM), for inactives: at the highest dose activity change, negative = inhibition, actives largely listed as inhibitors; active means well fitted inhibition curve with a large enough effect in the main read-out, with a control signal flat, not every such curve was filed as active; inconclusive means small, poorly fitted or top-dose-only effect, or effect the other way, or a change in a side signal; inactive means no such curve, though single readings can be large or run the other way; further: potency means the concentration at half of the fitted maximal effect; % of control where 0% means no effect
# Target sequence (Q99816 whole entry, looked up): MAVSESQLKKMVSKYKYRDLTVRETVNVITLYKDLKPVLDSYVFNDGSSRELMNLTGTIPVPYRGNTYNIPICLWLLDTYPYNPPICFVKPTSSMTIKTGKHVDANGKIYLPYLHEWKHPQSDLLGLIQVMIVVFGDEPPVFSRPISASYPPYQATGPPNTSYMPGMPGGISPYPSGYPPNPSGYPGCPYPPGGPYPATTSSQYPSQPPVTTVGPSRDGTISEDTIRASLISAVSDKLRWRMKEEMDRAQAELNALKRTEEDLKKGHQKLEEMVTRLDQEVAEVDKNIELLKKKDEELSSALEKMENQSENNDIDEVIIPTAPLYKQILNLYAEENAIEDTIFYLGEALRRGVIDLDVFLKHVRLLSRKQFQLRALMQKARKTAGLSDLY
#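 Fluorescence anisotropy tracks displacement of a FITC-tagged PTAP peptide (50 nM) from the Tsg101 binding domain (10 uM), following a 20 min room-temperature incubation at pH 7.5.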
# Menin MLL FP TR – inhibitors of human menin-MLL interaction, mutant MLL peptide | Potency, µM (doses to about 61.6 µM), inactives show at the highest dose FP activity change, negative = inhibition, hits mostly inhibitors | O00255 | Menin + Texas Red MLL mutant peptide, fluorescence polarization | hit rate 0.23% among 270,000; active means well fitted inhibition curve with a large enough effect in the polarisation, with a control signal flat, not every such curve was filed as active; inconclusive means small, poorly fitted or top-dose-only effect, or effect the other way, or a change in a side signal; inactive means no such curve, though single readings can be large or run the other way; the % refers to the polarisation; further: potency means the concentration at half of the fitted maximal effect; % of control where 0% means no effect; many of its hits are not listed in these tables
# Coupling enz – counter-screen for Giardia aldolase inhibitors: coupling enzyme system; coupling enzyme system counterscreen, AmpLite Red fluorescence; activity change, negative = inhibition, % at 58.2 µM, hits read low; hit rate 0.67% among 290,000; AID 2472; in the data active means activity change below about -30%; further: on the % scale 0 is the no-effect control and ±100 the full control effect
#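 Final compound at 57.5 uM, incubated 10 min at RT with coupling enzyme reagent (glyceraldehyde-3-phosphate), then 20 min with substrate and AmpLite Red detection. Fluorescence read at 525/598 nm; tests interference with the coupling assay, not aldolase inhibition.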
# GALK inhibitor – galactokinase (human) inhibition. Potency, µM (titrated, usually from 57.5 µM), for inactives: top-dose activity change, negative = inhibition, hits mostly inhibitors. hit rate 0.007% among 270,000. Purified GALK, Kinase-Glo residual ATP luminescence. AID 1868; further: potency means the concentration at half of the fitted maximal effect; on the % scale 0 is the no-effect control and ±100 the full control effect
#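 Quantitative HTS: GALK 5 nM, ATP 35 uM, galactose 100 uM, 1 h room temperature, then luciferase-based ATP detection.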
# B2AR arrestin – beta2AR (human) beta-arrestin recruitment activity; P07550; beta-arrestin recruitment to beta2AR, cell-based reporter; Potency, µM (titrated, usually from 46.1 µM), without a hit: at the highest dose activation, usual class: activators; hit rate 0.02% among 330,000; AID 492947;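 further: potency means the concentration at half of the fitted maximal effect; 0% = DMSO controls and full agonism = EC100 isoproterenol or metaproterenol; nearly all actives have a fitted effect of over 65% in size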
# * hit, by the source's call; ? = inconclusive; . = no result given; [ ] = another dose, or the depositor's remark. Unless noted, the call rests on the fitted dose curve; in most records, active means well fitted curve in the direction sought with a large enough effect; inconclusive means small, poorly fitted or top-dose-only effect, or another doubt; inactive means no such curve, though single readings can be large; an effect the other way counts as inactive or inconclusive. These rows are one share of the data, so the mix of outcomes need not match the whole.
structure	Tb PFK inh	GALK inhibitor	TSG101-PTAP inh	B2AR arrestin	Coupling enz	Chronic BCR inh	Menin MLL FP TR	ASM inhibitor	PKM2 activator	Integrin act MD	Giardia kill
C=CCNC(=O)CSc1nnc(-c2ccc(S(=O)(=O)N3CCCC3)cc2)n1C	-14%	1%	0%	-0.3%	3	?	0%	1%	.	19%	6
CC(=O)c1cc2c(cc1NC(=O)CCCC(=O)O)OCO2	11%	-2%	-2%	-0.7%	2	3%	-5%	6%	1%	20%	7
O=C(COc1ccccc1[N+](=O)[O-])N(C1CCCCC1)C1CCS(=O)(=O)C1 (stereo not drawn)	-1%	.	3%	0.1%	.	?	.	1%	.	-3%	2
C=CCNC(=O)/C(=C\c1ccc([N+](=O)[O-])cc1)NC(C)=O	4%	-1%	-1%	0.4%	1	4%	-7%	3%	-3%	-26%	3
CCOc1ccc(S(=O)(=O)n2nc(C)cc2C)c2ccccc12	-1%	0%	-13%	-0.4%	1	-4%	14%	-1%	26%	-28%	-3
CCOC(=O)c1[nH]c(C=O)c(C(=O)OCC)c1C	0%	0%	0%	0.2%	1	8%	7%	-2%	15%	-26%	8
Cc1ccc(O)c(NC(=O)c2cc(C)no2)c1	-6%	-2%	-2%	0.0%	3	-5%	-5%	-1%	.	3%	11
Cc1ccc(Oc2nccc(-c3ccc(Cl)cc3)n2)cc1	-1%	-1%	-1%	-0.2%	5	10%	8%	-3%	15%	-1%	1
CCNC(=O)CC1C(=O)N(c2ccccc2)C(=O)N1CCC(C)C (stereo not drawn)	9%	-3%	-3%	0.0%	2	3%	0%	1%	-11%	0%	5
CC(C)C(=O)Nc1cccc(C(=O)Nc2nncs2)c1	0%	2%	-1%	-0.2%	-1	-3%	14%	0%	3%	-4%	-6
COC(=O)c1ccccc1CON1C(=O)C(C)(C)N(OCc2ccccc2C(=O)OC)C(=O)C1(C)C	-7%	2%	-3%	0.0%	-3	-14%	-13%	0%	-1%	-20%	-9
O=C(CSc1ccccc1)Nc1nnc(COc2ccc(Cl)cc2)s1	-20%	.	0%	-0.5%	2	4%	?	2%	-19%	?	-11
COc1ccc2[nH]c3c(c2c1)CCNC3=O	.	.	-1%	.	-2	.	-6%	16%	.	.	?
CCCN1CCC(=O)N([C@H](CSc2ccc(Br)cc2)c2ccccc2)CC1	5%	-2%	-3%	-0.2%	7	4%	.	8%	-8%	-3%	9
Cc1nnc(NC(=O)CCCN2C(=O)c3ccccc3C2=O)s1	-1%	-3%	1%	-0.3%	0	20%	-19%	0%	0%	17%	27
CCN(CC)S(=O)(=O)c1ccc(N=Nc2c(C)[nH]n(C(N)=S)c2=O)cc1	-4%	-3%	-4%	?	19	?	?	?	-17%	6%	8
CS(=O)(=O)N(CC(=O)NCc1ccco1)c1ccc2c(c1)OCO2	3%	0%	-8%	0.2%	3	-4%	11%	3%	-21%	-5%	-8
O=C(Cn1nnc(-c2ccc3c(c2)OCO3)n1)NCc1ccccc1	-15%	2%	1%	0.0%	10	2%	-2%	-3%	?	-33%	7
N#Cc1c(SCc2c(Cl)cccc2Cl)nc(N)[nH]c1=S	0%	.	-3%	-0.2%	.	0%	.	-11%	.	2%	-9
Cn1c(-c2ncc(F)cc2F)cc2onc(-c3c(F)cccc3Cl)c2c1=O	5%	.	-5%	-0.1%	.	-1%	.	6%	.	4%	10
COc1ccc(C(=O)/C=C/c2ccccc2F)c(OC(=O)c2ccc([N+](=O)[O-])cc2)c1	4%	.	-3%	0.0%	-2	-26%	18%	-8%	6%	-45%	11
NC(=O)CCN1CCCCC1	0%	5%	0%	0.0%	-1	-1%	-11%	2%	0%	20%	35[activator]
Cc1ccn(CC(=O)N2CCCC(N3CCN(c4ccccc4F)CC3)C2)n1 (stereo not drawn)	0%	.	0%	-0.1%	1	11%	-12%	2%	0%	16%	-3
O=c1cc(CSc2ccc(Cl)cc2)nc(N2CCCCC2)[nH]1	1%	0%	-5%	-0.6%	3	0%	-10%	-1%	-2%	8%	-7
CCN1CCN(CCNC(=O)CCc2c(C)c3c(C)nn(-c4ccccc4)c3n(C)c2=O)CC1	0%	-3%	-5%	0.2%	.	17%	.	-2%	.	-75%[inhibitor]	20
CCOC(=O)[C@@H]1[C@H]2COc3cc(OC)ccc3[C@H]2N2C(=O)N(c3ccc(C)cc3)C(=O)[C@@]12C	2%	.	0%	0.0%	0	15%	10%	-16%	-4%	2%	-5
COC(=O)C1SCC2C(=O)N(Cc3ccccc3)CC(=O)N21 (stereo not drawn)	-1%	5%	4%	0.0%	9	3%	-7%	-2%	10%	-22%	-8
CCOc1ccc2ncc(S(=O)(=O)c3ccccc3)c(N3CCN(c4ccc(OC)cc4)CC3)c2c1	-4%	0%	-1%	-1.0%	0	3%	10%	-6%	-2%	25%	-9
CCN(CC)C(=S)Nc1ccc(Cl)c(Cl)c1	?	1%	-1%	-1.5%	1	?	7%	0%	-2%	-19%	-17
O=[N+]([O-])c1ccc(N2CCN(c3cccc(Cl)c3)CC2)cn1	12µM*	-2%	-2%	-0.3%	3	?	17%	-10%	9%	-11%	-6
CC(=O)N1CCC2(CC1)CC(=O)c1cc(OCC(=O)NCc3ccco3)ccc1O2	3%	0%	-1%	-2.0%	0	2%	11%	171%[activator]	12%	-9%	-11
C=CCn1c(CNc2ccc(C)cc2)nnc1SCC(=O)N/N=C/c1ccc(O)cc1O	1%	-1%	-4%	-0.6%	0	?	8%	-2%	-1%	-28%	-2
O=C(NC(=S)Nc1ccccn1)c1ccc([N+](=O)[O-])cc1	0%	1%	-4%	0.3%	0	1%	-1%	4%	6%	10%	?
CC(C)c1ccc(S(=O)(=O)N2CCN(CC(=O)Nc3ccc4c(c3)OCO4)CC2)cc1	-3%	-2%	-2%	-0.1%	-2	-2%	-7%	-5%	7%	-5%	-7
CCCCc1ccc(/C(C)=N/Nc2cc(N3CCOCC3)nc(C)n2)cc1	-1%	0%	2%	-0.2%	-1	3%	-16%	-22%	0%	0%	-2
COCc1cc(C)nc(SCC(=O)Nc2cccc(C)c2C)c1C#N	-2%	1%	-1%	-0.1%	3	?	10%	1%	-7%	-29%	2
COc1cc(C(=O)N/N=c2/sc3ccccc3n2C)cc(OC)c1OC	4%	1%	-4%	-1.1%	-2	-13%	-2%	-2%	-14%	14%	-15
COc1ccc(CN2CCN(c3cccc(C)c3C)CC2)cc1OC	-12%	1%	-5%	0.3%	-5	?	-11%	-1%	-3%	0%	-3
CC1CCCC(N2CCN(C(=O)c3cccc(F)c3)CC2)C1 (stereo not drawn)	-3%	-2%	-6%	0.0%	1	?	-2%	2%	3%	0%	14
O=C(Nc1ccccc1)n1cc(-c2ccccn2)c(N2CCOCC2)n1	-7%	10%	2%	0.0%	4	-3%	46%[activator]	1%	-14%	15%	0
CC(C)NC(=O)C1CCN(C2CCN(C(=O)/C=C/c3cccs3)CC2)CC1	-3%	6%	-2%	-0.4%	1	9%	.	0%	-4%	7%	-22
Cc1nc2sc3c(c2c(=O)[nH]1)CCCC3	7%	0%	-3%	0.0%	1	?	.	0%	1%	-11%	9
O=Cc1ccc(O)c2ncccc12	1%	3%	-10%	6.3µM*	-3	?	?	31%	25%	-65%[inhibitor]	29
COc1ccc(C(=O)c2c3ccc(OC)cc3[n+]([O-])n2Cc2ccc(C(N)=O)cc2)cc1	-19%	.	.	0.5%	.	0%	.	-7%	.	31%	-6
CC1Cc2ccccc2N1S(=O)(=O)c1cccs1 (stereo not drawn)	0%	-2%	?	-1.0%	-7	?	?	3%	10%	-48%[inhibitor]	28
O=C(c1ccccc1NS(=O)(=O)c1cccc2cccnc12)N1CCOCC1	0%	-1%	-1%	0.1%	0	-6%	2%	3%	-1%	64%	9
Cc1cc(NC(=O)CSc2nnc(Nc3ccccc3)s2)no1	-1%	0%	-2%	-1.5%	-1	4%	.	6%	-5%	17%	27
